p53 reactivator: re-activators of mutant p53. H1299 p53-A138V BP100-luciferase reporter, luminescence, 24 h. Potency, µM (doses to about 92.2 µM), for the others: at the highest dose activity change, positive = activation, most hits filed as activators. actives 0.063% (n = 320,000); also: potency is read from the fitted curve at half-maximal effect; % of control where 0% means no effect; nearly all actives have a fitted effect of over 45% in size
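H1299 (p53-null), stable ts p53-A138V + BP100-Luc; 1000 cells/well, Opti-MEM/10% FBS; cpd 4 pt, 1:5; 24 h, 37 deg C, 5% CO2; detection reagent 10 min RT; luminescence.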
B2AR arrestin: agonists driving beta-arrestin recruitment to human beta2-adrenergic receptor. P07550. beta-arrestin recruitment to beta2AR, cell-based reporter. Potency, µM (titrated, usually from 46.1 µM), without a hit: at the top dose activation, most hits filed as activators. actives 0.02% (n = 330,000);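 also: potency is read from the fitted curve at half-maximal effect; 0% = DMSO controls and full agonism = EC100 isoproterenol or metaproterenol; nearly all actives have a fitted effect of over 65% in size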
Eya2 inh: blocks the phosphatase activity of human Eya2 | O00167 | recombinant Eya2, OMFP fluorescence dephosphorylation (OMFP is methylfluorescein phosphate) | Potency, µM (doses to about 76.9 µM), without a hit: at the top dose activity, negative = inhibition, most hits filed as inhibitors | actives 0.006% (n = 330,000); also: potency is read from the fitted curve at half-maximal effect; % is scaled to controls: 0 for no effect and ±100 for the full control effect
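Eya2 (0.2 uM) preincubated 10 min at ambient with compound, then OMFP substrate added at 50 uM; 10 min reaction in 50 mM HEPES pH 7.5, 50 mM NaCl, 5 uM MgCl2, 0.05% BSA, 1 mM DTT. Fluorescence read at Ex 485/Em 525 nm.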
PTAP TSG101 blk: blocks PTAP/TSG101 interaction to inhibit HIV-1 budding | Potency, µM (top dose mostly 115 µM), for the others: at the highest dose activity change, negative = inhibition, hits mostly inhibitors | 340,000 tested, under 10 active | Fluorescence polarization, FITC-PTAP peptide / Tsg101 binding | Q99816; active = well fitted inhibition curve with a large enough effect in the main read-out, with a control signal flat, not every such curve was filed as active; inconclusive = small, poorly fitted or top-dose-only effect, or effect the other way, or a change in a side signal; inactive = no such curve, though single readings can be large or run the other way; also: potency is read from the fitted curve at half-maximal effect; % of control where 0% means no effect
Target sequence (Q99816 whole entry, looked up): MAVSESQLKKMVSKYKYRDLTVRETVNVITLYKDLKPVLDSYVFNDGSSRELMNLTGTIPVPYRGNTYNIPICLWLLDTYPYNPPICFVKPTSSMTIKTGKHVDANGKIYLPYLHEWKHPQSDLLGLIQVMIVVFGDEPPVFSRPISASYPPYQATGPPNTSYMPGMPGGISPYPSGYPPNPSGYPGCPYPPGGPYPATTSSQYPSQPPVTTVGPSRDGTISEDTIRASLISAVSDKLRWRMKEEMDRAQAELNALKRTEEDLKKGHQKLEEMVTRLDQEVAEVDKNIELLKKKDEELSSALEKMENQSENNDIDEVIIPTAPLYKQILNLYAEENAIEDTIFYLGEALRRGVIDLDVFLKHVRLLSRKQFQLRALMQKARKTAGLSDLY
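Compounds were pin-transferred onto Tsg101 binding domain (10 uM final) in HEPES pH 7.5 buffer, then FITC-PTAP peptide was added at 50 nM final. After 20 min at RT, polarization reported peptide displacement across a qHTS concentration series.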
USP2a block: inhibitors of human ubiquitin-specific protease USP2a; O75604; USP2 core, Ub-CHOP2 coupled fluorogenic reporter, 485/531; Potency, µM (doses to about 38.3 µM), inactives show at the highest dose activity change, negative = inhibition, most hits filed as inhibitors; actives 0.01% (n = 330,000);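 also: potency is read from the fitted curve at half-maximal effect; plate controls were DMSO wells for no effect and full inhibition by NEM control for full effect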
Target sequence (O75604 whole entry, looked up): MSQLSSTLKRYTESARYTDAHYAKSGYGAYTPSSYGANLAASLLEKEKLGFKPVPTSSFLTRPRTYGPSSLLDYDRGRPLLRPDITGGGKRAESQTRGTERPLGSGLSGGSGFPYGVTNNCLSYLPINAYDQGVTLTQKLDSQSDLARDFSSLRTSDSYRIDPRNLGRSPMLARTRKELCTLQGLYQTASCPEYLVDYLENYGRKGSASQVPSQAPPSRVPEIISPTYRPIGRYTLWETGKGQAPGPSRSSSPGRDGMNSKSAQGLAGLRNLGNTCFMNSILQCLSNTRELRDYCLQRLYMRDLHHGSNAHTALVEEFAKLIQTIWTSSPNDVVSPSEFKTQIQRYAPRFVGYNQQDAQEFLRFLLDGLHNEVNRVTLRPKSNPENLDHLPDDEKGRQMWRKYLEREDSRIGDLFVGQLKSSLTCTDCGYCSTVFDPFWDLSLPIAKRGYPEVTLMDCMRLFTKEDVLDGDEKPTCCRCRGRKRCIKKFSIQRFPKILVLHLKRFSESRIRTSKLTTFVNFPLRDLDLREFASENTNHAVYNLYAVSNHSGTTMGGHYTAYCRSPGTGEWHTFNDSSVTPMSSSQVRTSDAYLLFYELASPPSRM
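Deubiquitinase activity read as fluorescence (485/531 nm) after Ub-CHOP2 cleavage activates the enterokinase reporter on its substrate; USP2 core 10nM, Ub-CHOP2 and substrate 25nM each, 30min compound preincubation then 60min RT; data normalized to NEM, curves fitted.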
ELG1 genotox: inducers of genotoxicity in HEK293T ELG1-luciferase cells. actives 1.3% (n = 330,000). HEK293T ELG1-luciferase reporter, luminescence, 16 h. AID 504466. Potency, µM (highest dose often 46 µM), without a hit: top-dose activity change, positive = activation, hits mostly activators; also: potency is read from the fitted curve at half-maximal effect; % of control where 0% means no effect; nearly all actives have a fitted effect of over 60% in size
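Screening used a luciferase reporter fused to human ELG1 in HEK293T cells. Luminescence was read on a CCD plate imager after 16 hr exposure and 30 min ONE-Glo incubation.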
uPA surface inh: inhibitors of cell surface uPA generation. cell surface uPA generation assay, qHTS. actives 0.31% (n = 330,000). AID 540303. Potency, µM (doses to about 38.3 µM), inactives show top-dose activity change, negative = inhibition, most hits filed as inhibitors; active = well fitted inhibition curve with a large enough effect; inconclusive = small, poorly fitted or top-dose-only effect; inactive = no such curve, though single readings can be large or run the other way; tested in mouse RAW 264.7 cells; also: potency is read from the fitted curve at half-maximal effect; % is scaled to controls: 0 for no effect and ±100 for the full control effect; nearly all actives have a fitted effect of over 55% in size
BRCA1 expr act: increases BRCA1 expression; actives 1.1% (n = 380,000); AID 624202; Potency, µM (doses to about 46.1 µM), without a hit: at the top dose activation, actives largely listed as activators; MCF7-BRCA1-FFLuc reporter, luminescence, 48 h; response scale: scaled: vehicle 0%, 10 µM genistein 100%; also: potency is read from the fitted curve at half-maximal effect; nearly all actives have a fitted effect of over 80% in size; some results filed as inactive show a strong effect at the top dose
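Luminescence from a BRCA1-driven firefly luciferase in MCF7 cells was the read-out, taken 15 min after substrate addition following 48 h compound exposure at 37 °C. Data were normalized to a 10 microM genistein control and DMSO vehicle.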
TRPV1 ag: human TRPV1 agonism | TRPV1-expressing cells, Fluo-8 calcium influx, agonist mode | activation, % at 8.33 µM | Q8NER1 | actives 0.19% (n = 320,000); in the data active = activation above about 80%; inconclusive = between about 30% and that limit; also: 0% is about no effect
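Cells expressing TRPV1 were dye-loaded with Fluo-8 and read kinetically: 10 s baseline, 3 min after compound (agonist portion), then 2 min after EC20 capsaicin (allosteric enhancer portion). Calcium-bound dye fluorescence at 480/520 nm.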
a7 integrin act: integrin-mediated muscular dystrophy alleviation activation. AID 624291. actives 0.064% (n = 350,000). Potency, µM (series often up to 38.3 µM), for inactives: at the top dose activation, usual class: activators. alpha7betagal myoblasts, beta-gal FDG fluorescence, 48 h;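 also: potency is read from the fitted curve at half-maximal effect; 100% = response of the positive control SU9516; nearly all actives have a fitted effect of over 60% in size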
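alpha7betagal+/- myoblasts (passage 13, 250/well) treated 48 h at 37C with compounds at 1:260 dilution of DMSO stock. Lysed, then beta-galactosidase activity read as FDG fluorescence (ex 480/em 540) after 30 min, with pre-read for autofluorescence.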
ASM inhibitor: blocks human secretory acid sphingomyelinase; Potency, µM (highest dose often 57.5 µM), for the others: at the top dose activity change, negative = inhibition, most hits filed as inhibitors; placental ASM, HMU-PC fluorogenic substrate, 60 min; actives 0.006% (n = 340,000); P17405; AID 504937; also: potency is read from the fitted curve at half-maximal effect
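qHTS format. ASM enzyme prepared from human placenta hydrolyses the fluorogenic substrate HMU-PC0 (9 uM final) over 60 min at 37 °C after a 10 min compound preincubation.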
Numbers without * were called inactive; u = inconclusive; x = no result given; & = joins results of further samples; [ ] = remark or other dose. Unless noted, calls follow the shape of the dose curve; as a rule, active = well fitted curve in the direction sought with a large enough effect; inconclusive = small, poorly fitted or top-dose-only effect, or another doubt; inactive = no such curve, though single readings can be large; an effect the other way counts as inactive or inconclusive.

1. O=C(COc1cccc(F)c1)NNC(=O)Cc1ccc(S(=O)(=O)N2CCOCC2)s1
2. Cc1nc(C(=O)N(C)C)nn1-c1cc(Cl)cc(Cl)c1
3. O=S(=O)(c1ccc(Br)s1)N1CCN(CCOc2ccccc2)CC1
4. CCN(CC(=O)NCc1ccc(Cl)cc1)S(=O)(=O)c1ccc(NC(C)=O)cc1
5. COc1cccc(C(C(=O)NC(C)(C)C)N(C(=O)CCC(=O)Nc2cc(C)on2)C2CC2)c1OC (configuration not stated)
6. O=C(Nc1cccc2ccccc12)c1ccc([N+](=O)[O-])o1

entry no. | 1 | 2 | 3 | 4 | 5 | 6
p53 reactivator | -5% | -27% | 3% | -2% | 7% | -9%
B2AR arrestin | -0.3% | 0.1% | 0.2% | 0.0% | -0.4% | 0.2%
Eya2 inh | -3% | -17% | 1% | -5% | -12% | 9%
PTAP TSG101 blk | -3% | 3% | -1% | -4% | -5% | 1%
USP2a block | 0% | 2% | -1% | 1% | 1% | 2%
ELG1 genotox | 3% | -1% | -2% | -11% | 3% | -10%
uPA surface inh | 7% | 1% | 17% | 6% | 2% | u
BRCA1 expr act | -20% | 1% | -23% | 8% | -9% | -81%
TRPV1 ag | -1 | 2 | 10 | 0 | -1 | u
a7 integrin act | 13% | -6% | -2% | -5% | 16% | -80%[inhibitor]
ASM inhibitor | -1% | -1% | 3% | -8% | 0% | -1%

7. CCCCC(=O)Nc1ccc(C(=O)NNC(=S)NC(=O)c2ccccc2[N+](=O)[O-])cc1
8. Cc1cc(C)nc(NS(=O)(=O)c2ccc(N/C=C/C(=O)c3ccc(Cl)cc3)cc2)n1
9. CC1(c2ccc3ccccc3c2)NC(=O)N(CC(=O)N2CCCC(C(F)(F)F)C2)C1=O (configuration not stated)
10. COc1cc(/C=C/[N+](=O)[O-])ccc1OC(=O)/C=C/c1ccc(F)cc1
11. Cc1cc(C)cc(NC(=O)C(=O)NCCCN2CCOCC2)c1
12. CC1(C)CC(=O)/C(=C(\O)Cc2ccccc2)C(=NCCCCCC(=O)O)C1

entry no. | 7 | 8 | 9 | 10 | 11 | 12
p53 reactivator | -3% | 26% | -10% | 13% | 0% | 2%
B2AR arrestin | 0.0% | 0.4% | 0.0% | -0.2% | -0.1% | -0.3%
Eya2 inh | 5% | -23% | -2% | -13% | -9% | 9%
PTAP TSG101 blk | -3% | 0% | -1% | -2% | -1% | 2%
USP2a block | 1% | 0% | 1% | 2% | 2% | 0%
ELG1 genotox | -3% | 1% | -4% | u | 3% | -3%
uPA surface inh | 3% | 0% | -23% | 2% | -7% | -15%
BRCA1 expr act | 2% | -9% | -18% | -4% | -14%&-3% | -17%
TRPV1 ag | -1 | -1 | 13 | -7 | -2 | 0
a7 integrin act | 11% | -23% | -16% | -32% | -24% | -14%
ASM inhibitor | 1% | 271%[activator] | -1% | 0% | 1% | -1%

13. Cc1ccc(S(=O)(=O)NCc2ccc(C(=O)N3CCN(c4ccc([N+](=O)[O-])cc4)CC3)cc2)cc1
14. O=C(O)c1ccc(/C=N/n2cc(-c3ccccc3)[nH]c2=S)cc1
15. COc1ccc(NC(=O)COC(=O)c2cc(SC)ccc2Cl)c(OC)c1
16. Cc1ccc(NC(=O)COC(=O)c2sccc2C)cc1S(=O)(=O)N1CCOCC1
17. O=C(c1ccccc1F)N1CCN(c2ccc([N+](=O)[O-])cc2-n2cccc2)CC1
18. O=C(CSCc1ccc([N+](=O)[O-])cc1)Nc1ccccc1C(=O)O

entry no. | 13 | 14 | 15 | 16 | 17 | 18
p53 reactivator | 4% | -1% | 0% | -10% | 1% | 0%
B2AR arrestin | -0.9% | 0.1% | -0.1% | -0.7% | -0.4% | -0.1%
Eya2 inh | 8% | -22% | 0% | -10% | -2% | -1%
PTAP TSG101 blk | -1% | -4% | 2% | 0% | -7% | -7%
USP2a block | 4% | 7% | 2% | 1% | -1% | 0%
ELG1 genotox | -13% | -4% | 2% | 1% | -8% | 12%
uPA surface inh | u | 7% | -1% | -6% | -8% | -1%
BRCA1 expr act | -53% | 3% | 2% | 0% | 0% | -2%
TRPV1 ag | 1 | 4 | 1 | 0 | 6 | -3
a7 integrin act | -73%[inhibitor] | 26% | 6% | -20% | -1% | -7%
ASM inhibitor | -9% | 6% | 3% | -6% | -6% | 1%

Looked up above.
a7 integrin act with compound 16 : -20%
USP2a block with compound 17 : -1%
a7 integrin act with compound 14 : 26%

Compounds listed so far that have two or more sulfur atoms (3):
1. O=C(COc1cccc(F)c1)NNC(=O)Cc1ccc(S(=O)(=O)N2CCOCC2)s1
3. O=S(=O)(c1ccc(Br)s1)N1CCN(CCOc2ccccc2)CC1
16. Cc1ccc(NC(=O)COC(=O)c2sccc2C)cc1S(=O)(=O)N1CCOCC1

entry no. | 1 | 3 | 16
p53 reactivator | -5% | 3% | -10%
B2AR arrestin | -0.3% | 0.2% | -0.7%
Eya2 inh | -3% | 1% | -10%
PTAP TSG101 blk | -3% | -1% | 0%
USP2a block | 0% | -1% | 1%
ELG1 genotox | 3% | -2% | 1%
uPA surface inh | 7% | 17% | -6%
BRCA1 expr act | -20% | -23% | 0%
TRPV1 ag | -1 | 10 | 0
a7 integrin act | 13% | -2% | -20%
ASM inhibitor | -1% | 3% | -6%

Later entries:
19. CC1(C)CCC(=O)c2ccccc21
20. O=C(NNc1nc2ccccc2s1)Nc1ccccc1
21. O=C(CSc1ncn[nH]1)N1CCN(c2nnc(-c3ccccc3)c3ccccc23)CC1
22. O=C(NCCCN1CCOCC1)c1cnn2c(-c3ccccc3)cc(-c3ccccc3)nc12
23. Cc1ccc(C)c(NS(=O)(=O)c2ccc3c(c2)NC(=O)CO3)c1
24. NC(=O)c1cc(-c2ccccc2)nc(Oc2ccccc2)n1

entry no. | 19 | 20 | 21 | 22 | 23 | 24
p53 reactivator | x | u | -3% | -15% | 1% | -4%
B2AR arrestin | x | -0.7% | 0.0% | -1.1% | -0.5% | 0.4%
Eya2 inh | x | 3% | 2% | 12% | 0% | -8%
PTAP TSG101 blk | 0% | -1% | -16% | -1% | -2% | 1%
USP2a block | x | 2% | -1% | 1% | 1% | 1%
ELG1 genotox | x | u | -3% | -2% | -1% | -1%
uPA surface inh | 6% | 2% | 2% | -13% | -8% | 4%
BRCA1 expr act | 14% | u | -1%[1.84 µM] | -56% | 11% | -4%
TRPV1 ag | x | 3 | 0 | 25 | 4 | 10
a7 integrin act | 6% | 15% | -34% | -4% | 16% | -13%
ASM inhibitor | 0% | 1% | 3% | 222%[activator] | -2% | -3%

25. Cc1cc(C(=O)NC(=S)Nc2ccccc2N2CCCC2)ccc1[N+](=O)[O-]
26. O=C(Nc1ccc(F)cc1)C(=O)c1c(O)[nH]c2ccc([N+](=O)[O-])cc12
27. COCCNc1oc(-c2cccs2)nc1S(=O)(=O)c1ccc(C)cc1
28. COc1ccccc1C1C2=C(COC2=O)Nc2cc3c(cc21)OCO3 (configuration not stated)
29. CCOC(=O)N1CCN(C(=O)c2ccc(S(=O)(=O)Nc3cccc(C(F)(F)F)c3)cc2)CC1
30. O=C(c1cc2ccccc2o1)N1CCN(S(=O)(=O)c2ccc(F)c(F)c2F)CC1
31. CSc1ccn(CCC(=O)O)c(=O)n1

entry no. | 25 | 26 | 27 | 28 | 29 | 30 | 31
p53 reactivator | 5% | 15% | -3% | 0% | 0% | 8% | -7%
B2AR arrestin | -0.7% | -0.3% | -0.1% | -0.1% | -0.5% | -0.4% | -0.3%
Eya2 inh | 2% | -9% | -6% | 1% | 20% | 1% | 3%
PTAP TSG101 blk | 0% | -17% | 0% | -3% | 1% | 2% | -3%
USP2a block | 3% | 2% | 3% | 0% | -1% | 0% | 1%
ELG1 genotox | -1% | 2% | 1% | 14% | -1% | 0% | 0%
uPA surface inh | -1% | 4% | -1% | -1% | -15% | -5% | 3%
BRCA1 expr act | -20% | 5% | -16% | 11%[1.84 µM] | -9% | 1% | -11%
TRPV1 ag | 5 | -4 | 24 | 4 | 5 | 4 | 0
a7 integrin act | -17% | 19% | -3% | 12% | -50%[inhibitor] | -3% | 24%
ASM inhibitor | 0% | -2% | 9% | 3% | -2% | -2% | 1%
